Epigenetic derep: epigenetic control regulation, reporter derepression. murine LDR cells, GFP reporter derepression, 30 h. Potency, µM (titrated, usually from 53.9 µM), for inactives: at the top dose GFP activation, actives largely listed as activators. 0.2% of 280,000 active. AID 1865; also: % of control where 0% means no effect; nearly all actives have a fitted effect of over 60% in size
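Derepression of a silenced CMV-GFP reporter in murine LDR cells is scored by enumerating GFP-positive cells with a laser-scanning microplate cytometer after 30 hours of treatment at 37 C.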
GAA glycogen: inhibitors or activators of human alpha-glucosidase glycogen cleavage | 0.38% of 300,000 active | Potency, µM (series often up to 76.4 µM), for the others: top-dose activity change, negative = inhibition, usual class: inhibitors | recombinant GAA, glycogen substrate, Amplex Red glucose oxidase fluorescence | P10253;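 also: 0% = full enzyme reaction and -100% = no-enzyme basal signal; the screen sought inhibitors and activators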
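Recombinant human enzyme (4 nM); glycogen substrate; 37 C, 40 min, pH 5.0. Readout: coupled glucose oxidase/Amplex Red fluorescence.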
Tau fluor counter: counter-screen for tau fibril formation inhibitors; AID 1463; tau K18 P301L (four-repeat tau fragment) Alexa594 fluorescence, heparin fibrillization; Potency, µM (top dose mostly 57.7 µM), inactives show at the highest dose activity change, negative = decrease; 0.93% of 280,000 active; also: % is scaled to controls: 0 for no effect and ±100 for the full control effect; nearly all actives have a fitted effect of over 55% in size
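Human K18 P301L tau (15 uM unlabeled plus 0.24 uM Alexa 594-labeled, final) in 100 mM sodium acetate pH 7 was mixed with compound and 20 uM heparin and incubated 6 hr at 37 C.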
NPSR antag: blocks cAMP signaling of the human neuropeptide S receptor | Q6W5P4 | CHO-NPSR cells, cAMP TR-FRET, antagonist mode | Potency, µM (highest dose often 38.3 µM), for inactives: at the highest dose activity change, negative = inhibition, most hits filed as inhibitors | 1% of 220,000 active | AID 1461; also: % is scaled to controls: 0 for no effect and ±100 for the full control effect; nearly all actives have a fitted effect of over 50% in size; many of its hits are not listed in these tables
aGlu spleen mod: inhibitors or activators of human alpha-glucosidase in spleen homogenate; human spleen homogenate, 4-MU-alpha-glucoside fluorescence; Potency, µM (doses to about 79.9 µM), without a hit: at the top dose activity change, negative = inhibition, actives largely listed as inhibitors; 0.006% of 240,000 active; P10253;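 also: 0% = enzyme with vehicle and -100% = no enzyme basal signal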
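AC50 values come from Hill-equation fits of concentration-response data, normalized to no-enzyme and full-activity controls. Enzyme source: 1 ug human spleen homogenate; 1 mM fluorogenic 4-MU glucoside, pH 5.0 citrate buffer, 37 C, 40 min.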
ALDH1A1 block: ALDH1A1 (human) enzyme inhibition; Purified ALDH1A1, NADH fluorescence, propionaldehyde substrate; Potency, µM (top dose mostly 75.3 µM), inactives show at the top dose activity, negative = inhibition, hits mostly inhibitors; 7.3% of 220,000 active; AID 1030; active = well fitted inhibition curve with a large enough effect, not every such curve was filed as active; inconclusive = small, poorly fitted or top-dose-only effect, or another doubt; inactive = no such curve, though single readings can be large or run the other way;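 also: plate controls were no enzyme wells and a reference inhibitor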
Target sequence (P00352 whole entry, looked up): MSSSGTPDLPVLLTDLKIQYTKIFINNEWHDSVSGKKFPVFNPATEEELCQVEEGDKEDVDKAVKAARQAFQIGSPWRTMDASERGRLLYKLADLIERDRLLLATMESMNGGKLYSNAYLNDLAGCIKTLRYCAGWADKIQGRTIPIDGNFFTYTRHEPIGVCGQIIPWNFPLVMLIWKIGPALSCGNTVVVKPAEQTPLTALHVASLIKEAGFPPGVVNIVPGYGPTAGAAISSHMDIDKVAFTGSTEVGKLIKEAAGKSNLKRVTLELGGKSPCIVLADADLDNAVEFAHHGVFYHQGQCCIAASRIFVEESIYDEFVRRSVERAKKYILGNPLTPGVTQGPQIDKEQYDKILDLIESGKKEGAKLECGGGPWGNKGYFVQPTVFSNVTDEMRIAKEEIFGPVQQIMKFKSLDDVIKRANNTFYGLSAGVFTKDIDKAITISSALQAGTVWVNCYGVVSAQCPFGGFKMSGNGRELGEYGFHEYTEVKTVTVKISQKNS
GLA spleen mod: inhibitors or activators of human alpha-galactosidase in spleen homogenate. P06280. human spleen homogenate, 4MU-alpha-Gal fluorescence, 40 min. Potency, µM (doses to about 80 µM), without a hit: top-dose activity change, negative = inhibition, most hits filed as inhibitors. 0.008% of 240,000 active;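 also: 0% = enzyme with vehicle and -100% = no enzyme basal signal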
Target sequence (P06280 32-429 limits assumed): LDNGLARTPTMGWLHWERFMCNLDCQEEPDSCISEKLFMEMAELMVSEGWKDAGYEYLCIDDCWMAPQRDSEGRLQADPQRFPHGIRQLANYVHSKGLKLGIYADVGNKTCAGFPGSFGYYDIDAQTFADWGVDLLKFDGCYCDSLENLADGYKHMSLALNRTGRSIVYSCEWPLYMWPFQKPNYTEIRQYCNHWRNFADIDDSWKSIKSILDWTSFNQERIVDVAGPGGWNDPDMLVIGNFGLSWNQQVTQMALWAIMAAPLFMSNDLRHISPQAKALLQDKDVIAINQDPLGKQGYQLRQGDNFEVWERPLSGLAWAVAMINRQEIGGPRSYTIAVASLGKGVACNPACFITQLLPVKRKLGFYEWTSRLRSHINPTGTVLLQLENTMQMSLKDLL
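qHTS titration in buffer at pH 5.0. Alpha-galactosidase activity in spleen homogenate was measured via 4-methylumbelliferone release from 1 mM fluorogenic substrate after 40 min at 37C and a pH 10 stop. AC50 came from Hill fits of control-normalized data.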
GAA inhib: alpha-glucosidase (human) inhibition. P10253. Potency, µM (top dose mostly 76.9 µM), for the others: top-dose activity change, negative = inhibition, hits mostly inhibitors. AID 1466. 0.005% of 200,000 active. purified human GAA, 4-MU-alpha-glucoside fluorescence;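 also: plate controls were uninhibited enzyme wells for no effect and no-enzyme background for full effect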
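Compounds are titrated up to 77 uM against 4 nM human enzyme. Substrate 4-methylumbelliferyl-alpha-D-pyranoside (400 uM) reacts 20 min at room temperature in pH 5.0 buffer; liberated 4-methylumbelliferone is read at 440 nm.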
Starred values were filed as active, the others as inactive; u = inconclusive; x = no result given; [ ] = remark or other dose. Unless noted, calls follow the shape of the dose curve; as a rule, active = well fitted curve in the direction sought with a large enough effect; inconclusive = small, poorly fitted or top-dose-only effect, or another doubt; inactive = no such curve, though single readings can be large; an effect the other way counts as inactive or inconclusive. Potency is read from the fitted curve at half-maximal effect. A portion of the library; the hit share may differ from the screen's.

SMILES	Epigenetic derep	GAA glycogen	Tau fluor counter	NPSR antag	aGlu spleen mod	ALDH1A1 block	GLA spleen mod	GAA inhib
O=C(COC(=O)Cc1cn2ccsc2n1)NC12CC3CC(CC(C3)C1)C2	1.5%	-7%	1%	-5%[46.1 µM]	4%	-6%	1%	0%
Cc1ccc(C)n1-c1ccc(-n2cnnn2)cc1	-1.8%	8%	-16%	-1%[46.1 µM]	-10%	u	-8%	7%
CC(=O)C1=C(C)NC(SCC(N)=O)=C(C#N)C1C (configuration not stated)	-0.2%	0%	-4%	-1%[46.1 µM]	-5%	u	2%	-3%
CCc1nnc(NC(=O)c2ccc(S(=O)(=O)N3CCOCC3)cc2)s1	0.0%	-1%	2%	-16%[46.1 µM]	-1%	3%	7%	4%
N/C(=N\OC(=O)c1cc([N+](=O)[O-])ccc1Cl)c1ccccn1	1.9%	0%	-29%	-17%	11%	x	13%	x
O=C(C(=O)c1cccnc1)c1cccnc1	1.1%	3%	-7%	0%	1%	x	1%	x
CSc1nc(N(C)C)nc(N(C#N)CCOC(C)=O)n1	-3.8%	8%	-10%	22%	-2%	u	4%	5%
O=C(Oc1ccc(/C=N/O)cc1)c1ccccc1Cl	-0.1%	1%	-12%	-15%	-3%	6%	0%	-3%
O=C(CN1CCN(c2ccccn2)CC1)NCCc1ccccc1	-1.1%	7%	1%	-11%[46.1 µM]	-14%	-10%	-5%	-7%
COc1ccc(Cl)cc1NC(=O)C1CCCO1 (configuration not stated)	-5.9%	-2%	6%	-4%[46.1 µM]	0%	u	-15%	6%
CC1(C)CCc2cc(-c3ccnc(=S)[nH]3)ccc2O1	1.1%	-28%	-23%	-1%	1%	2%	6%	-2%
O=C(COC(=O)c1ccc(Cl)c(S(=O)(=O)N2CCN(c3ccc(F)cc3)CC2)c1)Nc1cccc(Cl)c1	-1.8%	6%	u	4%	-2%	6%	-4%	-12%
CCOC(=O)C(C(=O)Nc1ccccc1C)C1CCCCC1 (configuration not stated)	2.8%	4%	-5%	-8%[46.1 µM]	4%	-5%	0%	3%
Cc1ccc(C(=O)OCc2c(C)noc2C)cc1NC(=O)c1ccco1	-1.9%	-2%	-2%	-16%	-13%	-8%	-4%	-8%
COc1cc(/C=C/C(=O)O)cc(S(=O)(=O)NC2CCCC2)c1OC	-1.8%	2%	12%	3%	-8%	x	-8%	x
CCn1cc(C(=O)Nc2cccc(C)c2)c(=O)c2ccc(C)nc21	0.0%	-9%	-3%	-19%	-2%	-3%	-4%	9%
O=C(NC1CCCCCC1)c1c(F)c(F)c(F)c(F)c1F	-0.4%	-15%	2%	-2%[46.1 µM]	1%	-2%	-5%	-1%
COc1ccc(NC(=O)CC2C(=O)N(c3ccccc3)C(=O)N2Cc2ccco2)cc1 (configuration not stated)	4.1%	1%	1%	-4%	1%	-2%	-3%	2%
COc1cccc(/C=N/NC(=O)CSc2cccc3cccnc23)c1	1.0%	9%	-14%	u	-16%	x	-1%	x
O=C(OCc1c(Cl)cccc1Cl)c1cccnc1Cl	0.1%	0%	-20%	-15%[46.1 µM]	-14%	0%	0%	0%
CN(C)C(=O)C(=O)c1c(-c2ccccc2)cc2ccccn12	-0.9%	2%	-3%	-9%[46.1 µM]	-13%	-13%	-9%	-5%
COCCN(C(=O)CSc1nnc2cc(C)c3ccccc3n12)c1c(N)n(Cc2ccccc2)c(=O)[nH]c1=O	0.0%	-7%	14%	10%	8%	3%	5%	11%
O=C1[C@H]2[C@H](ON3CCCC[C@H]23)C(=O)N1c1ccc(Cl)cc1	-3.6%	3%	-5%	21%	-10%	-3%	3%	0%
Cc1ccc(-c2nnn(CC(=O)N(c3ccc(F)cc3)C(C(=O)NC(C)(C)C)c3ccco3)n2)o1 (configuration not stated)	0.0%	6%	-9%	-15%	-3%	7%	1%	-2%
CCCC(=O)N1CCN(c2ccc(NC(=O)c3cccs3)cc2Cl)CC1	1.8%	11%	u	19%	4%	-2%	4%	15%
Cc1cnc(NC(=O)CN2CCN(c3ccccc3F)CC2)s1	-1.0%	3%	-7%	3%	3%	u	7%	1%
CC(=O)c1cc2c(cc1NC(=O)CN1CCN(c3ccc(F)cc3)CC1)OCO2	-2.1%	-1%	-9%	-16%[46.1 µM]	-17%	u	0%	-11%
COc1ccc(NC(=O)Cc2ccc(Cl)cc2)cc1NC(=O)c1ccco1	0.8%	4%	u	-13%[46.1 µM]	-4%	u	-2%	2%
COc1ccc(NC(=O)N(C2CCCCC2)C(C)c2ccco2)c(OC)c1 (configuration not stated)	-0.9%	-27%	-27%	u	-6%	2%	-4%	-3%
CC(=O)/C(N=Nc1ccc(-n2ccc(C(F)(F)F)n2)cc1)=C(\C)O	-1.0%	-3%	-24%	24%	-8%	x	4%	x
CC1CCCCN1S(=O)(=O)c1ccc(C(=O)Nc2nnc(-c3ccncc3)o2)cc1 (configuration not stated)	-6.5%	8%	-22%	11%	-10%	0%	-6%	-3%
COC(=O)c1cn(NC(=O)c2cc([N+](=O)[O-])ccc2F)c(=O)c2ccccc12	-2.2%	7%	-21%	0%	-3%	u	-7%	-5%
Cc1cc(C)c(-n2c(C)cc(/C=C3/NC(=O)NC3=O)c2C)c(C)c1	1.1%	-11%	u	-21%[46.1 µM]	0%	14µM*	-12%	-1%
COc1ccc(N2CCC(CNC(=S)Nc3cccc(OC)c3)C2)cc1 (configuration not stated)	2.8%	-20%	11µM*[quencher]	-10%	-7%	u	3%	-10%
COC(=O)c1ccc(C)c(NC(=S)NCc2ccc(Cl)cc2)c1	-1.0%	-6%	-19%	5%	-6%	-2%	2%	2%
Cc1ccc(-n2c(C3CC3c3ccc(Cl)cc3)n[nH]c2=S)cc1 (configuration not stated)	2.9%	-14%	-21%	u	-6%	7%	-5%	-1%
O=c1[nH]c2ccccc2nc1C(Cl)c1ccccc1 (configuration not stated)	2.9%	-1%	-8%	-24%[46.1 µM]	-11%	u	-1%	-1%
CCN(Cc1cc(=O)[nH]c2ccccc12)C(=O)c1ccc(C)cc1	-1.0%	-2%	-8%	22%	-1%	x	-4%	x
NC(=O)Cc1ccc(C(=O)c2ccc(Cl)cc2)s1	0.0%	-19%	-6%	30%	-1%	-3%	-5%	2%
Cc1ccc(SCCC(=O)Nc2ccccc2C(=O)NC2CCCCC2)cc1	7.9%	8%	-20%	-35%	-7%	u	-6%	5%

Retrieved one by one from above:
SMILES	Epigenetic derep	GAA glycogen	Tau fluor counter	NPSR antag	aGlu spleen mod	ALDH1A1 block	GLA spleen mod	GAA inhib
COc1ccc(N2CCC(CNC(=S)Nc3cccc(OC)c3)C2)cc1 (configuration not stated)	2.8%	-20%	11µM*[quencher]	-10%	-7%	u	3%	-10%
NC(=O)Cc1ccc(C(=O)c2ccc(Cl)cc2)s1	0.0%	-19%	-6%	30%	-1%	-3%	-5%	2%
Cc1ccc(SCCC(=O)Nc2ccccc2C(=O)NC2CCCCC2)cc1	7.9%	8%	-20%	-35%	-7%	u	-6%	5%
Cc1ccc(-c2nnn(CC(=O)N(c3ccc(F)cc3)C(C(=O)NC(C)(C)C)c3ccco3)n2)o1 (configuration not stated)	0.0%	6%	-9%	-15%	-3%	7%	1%	-2%

Three compounds already listed, sorted by the value under GAA glycogen, ascending:
| Structure | GAA glycogen |
| --- | --- |
| CC(=O)c1cc2c(cc1NC(=O)CN1CCN(c3ccc(F)cc3)CC1)OCO2 | -1% |
| O=C(OCc1c(Cl)cccc1Cl)c1cccnc1Cl | 0% |
| Cc1ccc(SCCC(=O)Nc2ccccc2C(=O)NC2CCCCC2)cc1 | 8% |

Following part
SMILES	Epigenetic derep	GAA glycogen	Tau fluor counter	NPSR antag	aGlu spleen mod	ALDH1A1 block	GLA spleen mod	GAA inhib
CCOc1ccc(-n2c(N)c(C(=O)N3CCN(C)CC3)sc2=S)cc1	-2.0%	6%	5%	10%	1%	-12%	0%	2%
CCOC(=O)c1ccc(NC(=O)CSc2nc3c(c(=O)n2-c2ccccc2OC)SCC3)cc1	0.0%	6%	-15%	-13%[46.1 µM]	-4%	-13%	-6%	-8%
CC(=O)Nc1ccc(Nc2ncnc3c2cnn3-c2ccc(C)cc2C)cc1	-1.3%	4%	-28%	-16%[46.1 µM]	-9%	-14%	4%	-4%
COCC(C)n1c(C)cc(C(=O)COC(=O)c2n[nH]c3ccccc23)c1C (configuration not stated)	-0.4%	4%	-22%	-20%[46.1 µM]	0%	7%	3%	-7%
Cc1ccnc(NC(=O)c2ccccc2[N+](=O)[O-])c1	-1.1%	6%	4%	8%[46.1 µM]	0%	u	-6%	-10%
O=C(Cc1cccs1)Nc1ccc2c(c1)C(=O)OC2	-6.1%	9%	-11%	-12%[46.1 µM]	-3%	0%	2%	1%
O=C(COC(=O)Cc1ccc(Cl)cc1)Nc1c(F)cccc1F	1.3%	-5%	-7%	4%	-3%	8%	-8%	1%
CSCCC1C(=O)OC2(C)CC(C)(C)NC(=S)N12 (configuration not stated)	0.1%	-1%	3%	3%[46.1 µM]	-4%	3%	-1%	0%
O=CNC(n1cnc2c(N3CCOCC3)ncnc21)C(Cl)(Cl)Cl (configuration not stated)	1.1%	2%	-1%	7%	8%	x	-8%	x
COc1ccc(C(=O)NC(=S)Nc2cccc(NC(=O)c3ccco3)c2)cc1[N+](=O)[O-]	5.1%	-2%	-19%	7%	-3%	3.5µM*	8%	0%
CC(C)C(c1nnnn1C1CCCC1)N1c2ccccc2CC1C (configuration not stated)	-7.3%	-10%	-19%	u	-6%	u	0%	0%
O=C(CSCc1ccc(Cl)cc1)Nc1nccs1	-0.9%	2%	-5%	-9%[46.1 µM]	12%	11%	8%	-1%
Fc1ccc(CSc2ncnc3c2oc2ccccc23)cc1	0.9%	0%	-8%	u	-2%	10%	-2%	-1%
Cc1c(C=C2C(=O)c3ccccc3C2=O)cc(C#N)n1C	1.1%	-6%	-19%	-6%	6%	-4%	3%	1%
COC(=O)c1ccc(OC(=O)CCN2c3ccccc3Sc3ccccc32)cc1	0.0%	6%	u	-13%	-9%	-5%	-5%	-8%
COc1ccc(OC)c(S(=O)(=O)NC(N)=NCCc2ccccc2)c1	-3.3%	7%	-12%	14%	2%	u	0%	-20%
COc1ccccc1/C=C/C(=O)NNC(=O)c1cccs1	-1.5%	5%	2%	5%	2%	-6%	-9%	-13%
O=C(CCCCCNc1nc(=S)[nH]c2ccccc12)N1CCN(c2ccccn2)CC1	-1.0%	-4%	-17%	-27%[46.1 µM]	-2%	1%	-8%	-2%
O=C1c2ccccc2C(Nc2ccc(Cl)cn2)N1Cc1ccccc1 (configuration not stated)	0.8%	-2%	-28%	u	0%	13µM*	0%	u
